Diaph inh CS: diaphorase inhibitors and chemical oxidizers, primary screen, counter-screen for diaphorase-coupled primary assays, biochemical, uHTS, resorufin fluorescence | 0.69% of 190,000 active | diaphorase resazurin-to-resorufin fluorescence, NADH, 16 min; bacterial (C. kluyveri) enzyme, not human | inhibition, % at 20 µM;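 active = primary screen inhibition at 20 µM above a set limit, cut at about 50% in these data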;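 also: plate controls were DMSO with full reaction for no effect and wells lacking NADH for full effect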
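System: Diaphorase enzyme from Clostridium kluyveri | Amount: Enzyme working solution with 0.14 U/mL diaphorase | Benchmarks: No-NADH positive control and DMSO neutral control | Signal: Fluorescence of resorufin formed from resazurin, Ex 544/Em 590 nm | Schedule: 16-min room-temperature incubation before reading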
Diaph act CS: compounds boosting diaphorase resazurin reduction – biochemical, uHTS, resorufin fluorescence, counter-screen for diaphorase-coupled primary assays, primary screen | activation factor at 20 µM | Diaphorase/resazurin coupled assay, 16 min; stronger effect = higher value; 1 = vehicle wells, 0 = NADH-free wells | 0.005% of 190,000 active;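 active = diaphorase activity raised at least twofold by the compound at 20 µM; inactive = activation factor below 2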
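System – purified diaphorase enzyme from Clostridium kluyveri · Input – enzyme 0.07 U/mL final · Also added – final NADH 0.114 mM, resazurin 0.1 mM · Measured by – fluorescence of resorufin, 544 nm excitation, 590 nm emission · Timing – 16 min enzyme reaction, ambient temperature · Measure – resorufin increase flagging diaphorase activators or reducers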
TLR4 MyD88 comp: inhibitors of TLR4-MyD88 association in cells, primary screen, cell-based, HeLa CL3-4, BLA complementation, FRET ratio; Toll-like receptor 4 (Homo sapiens) + Myeloid differentiation primary response protein …; HeLa CL3-4 TLR4/MyD88 BLA complementation; inhibition, % at 8.4 µM; 0.18% of 200,000 active; AID 861, 2007; in the data active = inhibition above about 25%;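 also: 0% = vehicle and 100% = reference inhibitor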
Target sequence (O00206 whole entry, looked up): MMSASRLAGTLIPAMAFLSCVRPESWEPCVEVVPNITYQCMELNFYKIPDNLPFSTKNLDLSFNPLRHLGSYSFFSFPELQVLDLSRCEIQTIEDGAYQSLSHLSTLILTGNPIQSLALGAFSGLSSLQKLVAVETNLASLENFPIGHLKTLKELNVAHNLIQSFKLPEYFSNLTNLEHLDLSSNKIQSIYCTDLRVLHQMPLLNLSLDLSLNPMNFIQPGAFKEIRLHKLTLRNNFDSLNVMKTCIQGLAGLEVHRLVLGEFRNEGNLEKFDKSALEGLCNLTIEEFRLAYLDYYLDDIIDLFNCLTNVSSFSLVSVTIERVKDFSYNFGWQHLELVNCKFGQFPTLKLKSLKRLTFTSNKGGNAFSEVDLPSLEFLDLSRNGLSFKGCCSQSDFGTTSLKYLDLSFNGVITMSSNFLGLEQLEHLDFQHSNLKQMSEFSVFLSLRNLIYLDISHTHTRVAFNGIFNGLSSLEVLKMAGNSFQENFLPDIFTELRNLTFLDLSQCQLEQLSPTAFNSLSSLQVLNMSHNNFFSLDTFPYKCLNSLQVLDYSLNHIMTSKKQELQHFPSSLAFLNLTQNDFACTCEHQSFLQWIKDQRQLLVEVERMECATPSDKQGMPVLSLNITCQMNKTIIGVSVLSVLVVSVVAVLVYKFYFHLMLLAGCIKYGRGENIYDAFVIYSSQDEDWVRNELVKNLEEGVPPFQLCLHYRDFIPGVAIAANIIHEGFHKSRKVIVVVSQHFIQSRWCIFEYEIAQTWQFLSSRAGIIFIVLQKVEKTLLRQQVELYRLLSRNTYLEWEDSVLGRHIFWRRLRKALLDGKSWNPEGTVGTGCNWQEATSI
Target sequence (Q99836 whole entry, looked up): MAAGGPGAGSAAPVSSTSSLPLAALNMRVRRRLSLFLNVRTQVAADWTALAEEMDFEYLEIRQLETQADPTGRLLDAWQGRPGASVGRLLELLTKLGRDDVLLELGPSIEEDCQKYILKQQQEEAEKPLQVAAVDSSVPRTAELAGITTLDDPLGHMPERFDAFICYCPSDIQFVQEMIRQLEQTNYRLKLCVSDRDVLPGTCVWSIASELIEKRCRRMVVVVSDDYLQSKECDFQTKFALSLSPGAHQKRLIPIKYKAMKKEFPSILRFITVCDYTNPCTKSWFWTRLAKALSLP
APP transl inh: inhibitors of APP translation via 5'UTR reporter, primary screen, APP 5'UTR luciferase, SH-SY5Y cells | inhibition, % at 2 µM | 0.82% of 190,000 active | SH-SY5Y APP 5'UTR-luciferase reporter, luminescence;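 active = inhibition above a set limit, derived from the sample mean plus 3 SD, cut at about 45% in these data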; also: values of inactives mirror those of a sister screen read the other way
Hsp70 act: Hsp70 transcriptional activators, primary screen, cell-based, HeLa, Hsp70 promoter luciferase, luminescence, 10 µM. HeLa Hsp70 promoter luciferase reporter; scaled: vehicle 0, proteasome-inhibitor control 100%. activation, % at 10 µM. 0.04% of 200,000 active;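 active = activation above the mean across all tested compounds plus 3 SD, cutoff set per campaign, cut at about 5.5% in these data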;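 also: 100% = MG132 at 30 µM as the positive control and 0% = DMSO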
STAT1 blocker: STAT1 signaling inhibitors, primary screen, cell-based, HTS, luciferase reporter; NIH 3T3 STAT1-luciferase reporter, IFN-gamma, luminescence; inhibition, % at 5.5 µM; 0.35% of 200,000 active; AID 920, 2007;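 active = inhibition above a set limit, the mean inhibition across all tested compounds plus 3 SD, cut at about 34% in these data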;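 also: 0% = IFN-gamma with DMSO and 100% = IFN-gamma with 300 µM nifuroxazide; values of inactives mirror those of a sister screen read the other way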
STAT1 activator: STAT1 signaling activators, primary screen, cell-based, HTS, luciferase reporter. NIH 3T3 STAT1-luciferase reporter, IFN-gamma, luminescence; 100% = IFN-gamma alone, no compound. activation (% of control), % at 5.5 µM. 2.6% of 200,000 active;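 active = activation above the screen-wide mean activation plus 3 SD, cut at about 130% in these data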;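 also: raw ratio to IFN-gamma control signal so 100% means no change and 0% no light; values of inactives mirror those of a sister screen read the other way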
STAT3 inh: IL-6 driven STAT3 reporter inhibitors, primary screen, U3A cells, luciferase, luminescence, MLSCN library; 0.89% of 190,000 active; inhibition, % at 5.5 µM; IL-6 STAT3-luciferase reporter; host cell line lacks STAT1;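 active = inhibition above the mean inhibition across all screened compounds plus 3 SD, cut at about 44% in these data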;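 also: 0% = DMSO only wells and 100% = 100 µM nifuroxazide control wells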
STAT3 act: IL-6 driven STAT3 reporter potentiators, primary screen, U3A cells, luciferase, luminescence, MLSCN library | AID 871, 2007 | 0.91% of 190,000 active | IL-6 STAT3-luciferase reporter; 100% = signal with IL-6 EC80 alone | activation (% of control), % at 5.6 µM;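 active = activation above the screen-wide mean of compound activation plus 3 SD, cut at about 130% in these data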;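 also: 0% = background luminescence of wells with medium and substrate only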
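Test system: human U3A cells carrying STAT3-luciferase construct; control set: IL-6-only wells as 100% reference; timing: compound pre-incubation 1 h before IL-6, then 6 h stimulation at 37 °C; also added: IL-6 stimulus at 33 ng/mL final; evaluation: % activation versus median of IL-6-stimulated wells; detection: reporter luminescence signal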
G6PDH CS: L. mesenteroides G6PDH inhibitors, counter-screen for G6PDH-coupled screening assays, biochemical, Leuconostoc mesenteroides enzyme; Purified L. mesenteroides G6PDH, diaphorase/resazurin coupled fluorescence, 45 min; inhibition, % at 5 µM; AID 1020, 2008; 0.12% of 200,000 active; in the data active = inhibition above about 50%
Numbers without * were called inactive; . = not tested or not shown. No enrichment for hits; overall some 6.1% were active at least once.

SMILES,Diaph inh CS,Diaph act CS,TLR4 MyD88 comp,APP transl inh,Hsp70 act,STAT1 blocker,STAT1 activator,STAT3 inh,STAT3 act,G6PDH CS
CCOc1ccc(C(=O)C2CCN(C(=O)c3ccccc3C(=O)O)CC2)cc1,3,1,-4,-2,-0.4,7,94,-5,104,-2
CC(=O)/C(N=Nc1cc2c(cc1[N+](=O)[O-])OCCO2)=C(\C)O,3,1,-14,-2,-0.2,-5,104,9,99,0
CCC(Sc1nncn1C)C(=O)Nc1nnc(-c2ccc(Cl)cc2)s1 (configuration not stated),1,1,9,5,-0.1,-3,103,4,101,-4
Cc1ccc2cc(C(c3nnnn3C3CCCC3)N(Cc3ccco3)Cc3cccs3)c(=O)[nH]c2c1 (configuration not stated),25,0.7,-1,2,-0.1,-5,104,10,96,13
CCN(CC)S(=O)(=O)c1ccc(Cl)c(NC(C)=O)c1,2,1,-6,6,-0.2,0,98,11,100,2
CC(=O)Nc1ccc(NC(=O)CCc2nc3ccccc3c(=O)[nH]2)cc1,10,0.9,-14,-24,0.5,-8,105,1,104,17
Cc1ccc(NC(=O)c2ccc(OC(F)(F)F)cc2)cc1S(=O)(=O)N(C)C,27,0.7,4,2,-0.1,2,98,22,79,-7
CN1C(=S)SC(N2OC3C(=O)N(c4ccccc4)C(=O)C3C2c2ccccc2)C1(C)C (configuration not stated),8,0.9,-2,20,0.0,1,99,4,99,-13
CCn1c(SCc2nc3ccccc3c(=O)[nH]2)nnc1C(C)NC(=O)c1ccccc1 (configuration not stated),-6,1.1,-2,-3,0.1,5,94,10,95,5
Cc1ccc(S(=O)(=O)N2CCN=C2c2ccccc2)cc1C,11,0.9,3,1,-0.2,3,100,2,101,8
CN1CCN(C(=O)c2cc3nc(-c4ccc(F)cc4)cc(C(F)(F)F)n3n2)CC1,1,1,-8,15,-0.2,9,92,20,85,0
CN(c1ccccc1)S(=O)(=O)c1cccc(NC(=O)Cn2cnc3ccccc3c2=O)c1,19,0.8,7,-9,-0.2,5,95,18,87,7
Cc1nn(C)c(C(=O)NNC(=O)Nc2cccc(C(F)(F)F)c2)c1Cl,8,0.9,8,.,0.3,16,84,17,91,2
CCn1cc(CN2CCN(Cc3ccsc3)C(CCO)C2)cn1 (configuration not stated),11,0.9,3,25,-0.5,-5,102,8,96,7
CCOC(=O)C1CCN(C(=O)C(=O)N2CCC(C(=O)OCC)CC2)CC1,-3,1,-8,15,-0.2,-3,102,-1,105,6
COc1cc(/C=C(\C#N)c2ccccn2)ccc1OCC(=O)Nc1c(Cl)cccc1Cl,-4,1,1,-15,-0.3,3,100,-6,103,-2
Cc1ccccc1NC(=O)Cn1nc(C(F)(F)F)cc1C1CC1,3,1,-10,28,-0.2,-4,104,0,100,0
CCOCCCNC(=O)C1CCN(S(=O)(=O)N2CCCCC2)CC1,-9,1.1,6,7,0.0,8,93,3,101,1
COc1ccccc1C(c1nnnn1C1CCCC1)N1CCN2CCCC2C1 (configuration not stated),11,0.9,-9,6,-0.2,-3,102,-5,106,14
COc1ccc2cc(C(=O)Nc3ccc(S(N)(=O)=O)cc3)sc(=O)c2c1OC,5,1,5,-17,-0.3,3,95,15,90,14
O=C(Cc1coc2ccc3ccccc3c12)Nc1nnc(C2CC2)s1,15,0.9,-1,-12,0.2,16,85,-48,153*,-1
CCN1CCN(C(=O)c2cn(CCOC)c(=O)c3c2c2ccccc2n3C)CC1,12,0.9,-5,-6,-0.5,0,100,-4,104,4
NCCCC[C@H]1CNC(=S)N1CC1CCCCC1,-15,1.1,-13,2,-0.4,-2,103,.,.,6
COc1ccc(C(=O)COc2cccc(NC(=O)c3ccco3)c2)cc1,6,0.9,-6,12,-0.4,9,87,14,91,-5
OCCNc1nc2nonc2nc1NCCO,5,0.9,-12,-24,-0.2,8,92,9,95,10

Next part:
SMILES,Diaph inh CS,Diaph act CS,TLR4 MyD88 comp,APP transl inh,Hsp70 act,STAT1 blocker,STAT1 activator,STAT3 inh,STAT3 act,G6PDH CS
Cc1ccc(S(=O)(=O)NCCCCCC(=O)Nc2ccccc2)cc1,8,0.9,1,1,-0.3,7,94,8,96,3
Cc1nn(Cc2ccccc2)c(C)c1N,15,0.8,-3,-6,-0.3,6,95,12,94,2
CCN(C(=O)c1ccc(NC(C)=O)cc1)c1ccccc1,7,0.9,8,.,-0.2,4,98,-8,107,3
CC(C)c1[nH]nc2c1C(c1cccnc1)C(C#N)=C(N)O2 (configuration not stated),10,0.9,2,16,0.3,-5,104,2,102,3
O=C(CCc1ccccc1)NC(=S)Nc1cccc(Br)c1,18,0.8,20,-6,-0.1,-3,103,2,100,-5
CCOc1cc(/C=N\NC(=O)OC(C)(C)C)ccc1OC(=O)c1ccco1,4,1,6,-20,-0.1,-1,101,-6,109,4
COC(=O)c1ccccc1OCCOc1ccccc1C(=O)OC,9,0.9,-6,3,0.0,-1,100,-2,106,14
COc1ccc(OC)c2sc(N(CCN(C)C)C(=O)c3cc(Cl)sc3Cl)nc12,10,0.9,-6,-6,0.3,-2,102,13,98,1
CC1(C)CC2(CCO1)N1CC3(C)CN2CC(C)(C1)C3O (configuration not stated),6,0.9,7,4,-0.3,-1,101,2,100,2
O=C(C1CCCN(S(=O)(=O)Cc2ccccc2)C1)N1CCc2ccccc21 (configuration not stated),5,0.9,-2,5,-0.3,0,103,-11,110,0
COc1ccc(NC(=O)CSc2nnc(Cn3cnc([N+](=O)[O-])n3)n2C)cc1,21,0.8,6,4,-0.5,-5,104,1,100,-12
CCc1ccc(NC(=O)Cn2c3[n+](c4c(F)c(F)ccc42)CCCCC3)cc1,-4,1,6,9,-0.1,-11,112,0,104,6
CCN=C1SC(C(=O)Nc2ccc(Cl)c(Cl)c2)CC(=O)N1CC (configuration not stated),15,0.8,-21,-9,-0.1,2,98,-1,106,2
CC(=O)N1CCN(Cc2nc3cc(NC(=O)c4ccccc4Cl)ccc3n2C)CC1,5,0.9,13,14,-0.1,0,98,10,94,17
Cc1cc(C)cc(NC(=O)COC(=O)CCc2ccc(S(=O)(=O)N3CCOCC3)cc2)c1,19,0.8,4,-7,-0.3,2,97,5,101,3
COC(CNC(=O)c1ccc2c(c1)ncn2-c1ccc(F)cc1F)OC,5,1,6,3,-0.2,-2,102,2,100,6
CCOC(=O)c1[nH]c(=O)c2ccccc2c1O,9,0.9,1,-6,0.0,-3,96,9,94,13
COc1ccccc1CNC(=O)CNCC1CCCO1 (configuration not stated),5,1,3,15,-0.1,1,100,6,99,6
O=C1C2C(C(=O)N1/N=C/c1cc([N+](=O)[O-])c(O)cc1O)C1C=CC2C12CC2 (configuration not stated),16,0.8,-9,-8,0.4,-8,104,3,101,6
CCOC(=O)C1=C(C)N(C)C(=S)NC1c1cccc(Cl)c1Cl (configuration not stated),21,0.8,-18,-21,-0.3,5,94,8,98,13
O=C(Nc1cccnc1)c1cc(-c2ccc(Cl)cc2)on1,-2,1,-11,-11,0.1,-11,108,6,102,3
CCCNC(=O)C(=O)NCC1CCCN1CC (configuration not stated),8,0.9,-2,3,-0.4,-6,104,9,95,2
CCCCN(C)C(=O)c1nc2ccccn2c1CN1CCN(C/C=C/c2ccccc2)CC1,15,0.8,-6,9,-0.1,-5,102,3,102,4
O=C(CCCOc1ccccc1)Nc1nccs1,15,0.8,-4,-1,0.1,1,99,16,89,14
CCN(CC)c1c([N+](=O)[O-])ncn1C,11,0.9,1,9,-0.6,5,95,5,101,1

Profiles, quoted from the list. Screens in order: Diaph inh CS | Diaph act CS | TLR4 MyD88 comp | APP transl inh | Hsp70 act | STAT1 blocker | STAT1 activator | STAT3 inh | STAT3 act | G6PDH CS
Results for Cc1ccc(S(=O)(=O)NCCCCCC(=O)Nc2ccccc2)cc1 : 8 | 0.9 | 1 | 1 | -0.3 | 7 | 94 | 8 | 96 | 3
Results for Cc1nn(Cc2ccccc2)c(C)c1N : 15 | 0.8 | -3 | -6 | -0.3 | 6 | 95 | 12 | 94 | 2

Further entries
SMILES,Diaph inh CS,Diaph act CS,TLR4 MyD88 comp,APP transl inh,Hsp70 act,STAT1 blocker,STAT1 activator,STAT3 inh,STAT3 act,G6PDH CS
O=C(NNC(=O)C1CCN(S(=O)(=O)c2ccc(Cl)cc2)CC1)c1ccncc1,11,0.9,-4,-15,-0.5,0,98,-7,108,16
Cc1nc2c(c(=O)n1CCC1=CCCCC1)c1nc3ccccc3nc1n2/N=C/c1ccco1,70*,0.3,-1,12,0.2,-21,119,16,90,1
COc1ccc(CN=CC2=C(O)CC(C)(C)CC2=O)cc1,24,0.8,-4,-19,0.3,-11,110,-4,108,-3
O=C(NC1CCCc2ccccc21)C1CCC(CNc2c(N3CCOCC3)c(=O)c2=O)CC1 (configuration not stated),2,1,-4,11,-0.3,-1,102,1,100,-5
O=C(Oc1ccc(OC(=O)N2CCCCC2)cc1)c1ccccc1,5,1,-3,-17,-0.2,-4,107,-10,110,-9
Fc1ccc(C(c2nnnn2C2CCCC2)N2CCN(Cc3ccncc3)CC2)cc1 (configuration not stated),15,0.8,-3,0,-0.3,-3,102,6,102,3
Cn1c(SCC(=O)Nc2cccnc2)nnc1-c1ccccc1F,-13,1.1,-2,0,0.1,10,92,10,95,9
CCCCSc1nnc([C@@H]2CCCN2C(=O)OC(C)(C)C)o1,0,1,2,.,-0.4,5,96,12,95,7
O=C(O)C1=C[C@H](c2ccc(Br)cc2)C[C@H](OCc2ccc(CO)cc2)O1,5,1,-4,-11,-0.2,-5,106,.,.,6
CC(=O)Cn1ncc(N2CCOCC2)cc1=O,-16,1.2,9,-20,-0.2,-16,112,7,98,2
CCOC(=O)N1CCC(NS(=O)(=O)c2cc(Br)cnc2N)CC1,9,0.9,3,-6,-0.3,5,95,2,102,5
OC1CCN(CC(O)C(F)(F)F)CC1 (configuration not stated),-24,1.2,-3,-1,-0.3,-2,101,9,102,14

High-throughput results: PubChem, several laboratories
